# High-throughput results as filed in PubChem.
# SUMO1-SIM PPI – alters human SUMO1 binding to SIM partners; P63165; SUMO1 binding to a labelled peptide, TR-FRET, 1 h; inhibition, % at 20 µM; 360,000 compounds, 0.33% hits; in the data active = inhibition above about 37%
# Target sequence (P63165 whole entry, looked up): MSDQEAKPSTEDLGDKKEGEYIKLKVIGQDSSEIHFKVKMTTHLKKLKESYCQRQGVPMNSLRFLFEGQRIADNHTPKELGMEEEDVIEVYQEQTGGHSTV
# STEP inh – blocks human striatal-enriched tyrosine phosphatase; recombinant STEP, OMFP fluorogenic substrate, fluorescence; 360,000 compounds, 0.25% hits; AID 588621; P54829; inhibition, % at 20 µM;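 active = inhibition at 20 µM, scaled per plate between control wells, above about 37%, limit read from the data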;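 also: 0% = DMSO with enzyme and substrate and 100% = substrate only without enzyme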
# Target sequence (P54829 whole entry, looked up): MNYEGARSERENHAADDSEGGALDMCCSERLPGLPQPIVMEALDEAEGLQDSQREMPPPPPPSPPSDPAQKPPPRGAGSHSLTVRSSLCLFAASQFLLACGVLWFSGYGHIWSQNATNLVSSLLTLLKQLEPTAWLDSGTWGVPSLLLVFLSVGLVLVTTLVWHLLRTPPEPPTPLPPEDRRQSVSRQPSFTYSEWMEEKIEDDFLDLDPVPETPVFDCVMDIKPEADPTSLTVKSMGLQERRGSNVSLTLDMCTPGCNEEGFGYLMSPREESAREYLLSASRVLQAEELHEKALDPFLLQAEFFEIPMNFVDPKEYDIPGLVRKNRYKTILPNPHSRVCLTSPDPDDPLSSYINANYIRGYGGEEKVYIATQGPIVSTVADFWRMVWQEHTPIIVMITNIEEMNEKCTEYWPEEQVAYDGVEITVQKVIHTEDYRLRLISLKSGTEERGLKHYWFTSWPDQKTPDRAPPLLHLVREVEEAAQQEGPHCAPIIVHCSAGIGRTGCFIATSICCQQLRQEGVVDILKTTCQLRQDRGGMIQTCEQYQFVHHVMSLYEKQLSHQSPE
#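 Material: STEP (striatal-enriched tyrosine phosphatase) enzyme, cell-free | Medium: 50 mM Bis-Tris pH 6.0 with 2.5 mM DTT and 0.005% Tween 20 | Read-out: Percent inhibition scaled to no-enzyme and uninhibited-enzyme controls, plate-pattern corrected | Signal: Fluorescence read at 480 nm ex / 540 nm em | Times: 20 min reaction, room temperature, in the dark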
# SKN-1 block – blocks SKN-1 activity in C. elegans; AID 624304; 360,000 compounds, 0.49% hits; C. elegans VP596 Pgst-4::GFP/RFP ratio, acrylamide-induced, 24 h; inhibition, % at 21.8 µM;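 active = interference check ratio from 0.5 to 1.5 plus GFP to RFP signal ratio inhibition reaching or exceeding a fixed threshold, cut at about 30% in these data, passing the limit was not always enough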; also: some compounds called inactive have numbers as strong as hits
# NadD block – blocks S. aureus nicotinate mononucleotide adenylyltransferase; purified NadD enzyme, colorimetric absorbance read-out; inhibition, % at 20 µM; 360,000 compounds, 0.78% hits; AID 602399; in the data active = inhibition above about 26%; also: some compounds past the cut are filed as inactive
# DNMT1 block – DNMT1 (human) enzyme inhibition. P26358. DNMT1 molecular beacon, Hinp1I cleavage, fluorescence. inhibition (reported as % activation of signal), % at 10 µM. 360,000 compounds, 0.83% hits. AID 588458; in the data active = inhibition above about 50%
# Scp1 inh – inhibitors of human Scp-1 phosphatase; Q9GZU7; Recombinant Scp1, phosphopeptide, malachite green phosphate absorbance; inhibition, % at 20 µM; 340,000 compounds, 0.88% hits;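 active = inhibition above about 50% at 20 µM, limit read from the data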;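 also: plate controls were DMSO wells with enzyme for no effect and wells lacking enzyme for full effect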
# Target sequence (Q9GZU7 76-261 limits assumed): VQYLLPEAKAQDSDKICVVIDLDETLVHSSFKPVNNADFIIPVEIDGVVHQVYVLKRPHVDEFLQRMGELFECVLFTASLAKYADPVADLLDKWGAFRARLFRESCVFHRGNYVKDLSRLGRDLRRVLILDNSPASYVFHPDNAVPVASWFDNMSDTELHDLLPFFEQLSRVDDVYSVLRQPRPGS
#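 Assay system: SCP-1 catalytic fragment, aa 76-261 | Buffer or medium: Tris acetate buffer pH 5.5 with MgCl2 and Tween-20 | Compound: One concentration, 20 µM, with 1.0% DMSO | Also added: Phospho 17-mer peptide substrate | Signal: Absorbance at 630 nm | Incubation: 45 min enzyme reaction at room temperature | Measure: % inhibition of SCP-1 phosphate liberation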
# LMPTP inh – LMPTP (human) inhibition; inhibition, % at 20 µM; 360,000 compounds, 0.22% hits; P24666; recombinant LMPTP-A, OMFP fluorogenic substrate, fluorescence intensity;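 active = compounds that cut the enzyme signal by at least half of the control window in the single-dose screen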;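 also: plate controls were DMSO wells with enzyme plus substrate for no effect and substrate without enzyme for full effect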
# Target sequence (P24666 whole entry, looked up): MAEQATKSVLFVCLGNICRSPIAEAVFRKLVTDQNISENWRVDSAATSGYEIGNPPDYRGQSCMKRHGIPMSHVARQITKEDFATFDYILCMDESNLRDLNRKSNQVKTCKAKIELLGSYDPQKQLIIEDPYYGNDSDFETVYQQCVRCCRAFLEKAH
#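 Test system – LMPTP-A phosphatase enzyme · Quantity – 0.625 nM LMPTP-A final · Reagent – OMFP substrate, 400 µM final · Dosing – one test concentration per compound, 20 µM, with 3% DMSO overall · Timing – 50 min enzyme reaction at room temperature, protected from light · Detection – fluorescence intensity · Controls – substrate-only low control, DMSO enzyme-plus-substrate high control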
# TbMetRS inhib – Trypanosoma brucei MetRS inhibition | 360,000 compounds, 0.4% hits | AID 624268 | purified T. brucei MetRS, ATP depletion, Kinase-Glo luminescence | inhibition, % at 11.9 µM;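 active = inhibition above a per-plate cutoff of the control wells' mean inhibition plus 3 SD, cut at about 5.5% in these data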;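 also: 0% = DMSO wells median and 100% = median of wells with control inhibitor compound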
#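 Dosing: 11.9 µM single point; system: parasite MetRS enzyme; technique: luminescence of leftover ATP; times: 15 min enzyme-compound preincubation, 2 h reaction, 10 min detection, 25 °C; replicates: each compound tested once; read-out basis: percent inhibition relative to median high and low control wells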
# NRP1-CendR mod – alters CendR peptide binding to human NRP-1 | O14786 | FAM-RPARPAR peptide binding to NRP-1, fluorescence polarization | inhibition, % at 25 µM | 360,000 compounds, 0.85% hits;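 active = inhibition or corrected inhibition above about 18%, plus a signal ratio from 0.5 to 1.5, limit read from the data, passing the limit was not always enough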; also: strong numbers were not always called active
# Neddylation inh – blocks human cullin neddylation. P61081+Q13564. calls only at 25 µM. 360,000 compounds, 0.58% hits. TR-FRET cullin neddylation, biochemical; in the data active = inhibition above about 36%
# Starred values were filed as active, the others as inactive; i = inactive; . = no result given.
no.	molecule	SKN-1 block	TbMetRS inhib	LMPTP inh	Neddylation inh	NadD block	SUMO1-SIM PPI	STEP inh	DNMT1 block	NRP1-CendR mod	Scp1 inh
1	Cc1cc(OC(=O)c2cccc(Br)c2)c([N+](=O)[O-])c(=O)[nH]1	-1.7	0.5	-1.2	i	0.1	6.1	1.2	7.5	-9.5	2.9
2	COc1ccc(-c2coc3c(C(=O)NC4CCCCC4)cccc23)c(C)c1	-1.4	0.4	5.3	i	-2.9	1.1	1.5	-4.2	11.8	.
3	CC(=O)c1cccc(NC(=O)CN(C2CCCCC2)S(C)(=O)=O)c1	12.1	-0.1	-2.2	i	-3.7	0.0	-2.2	1.2	3.9	-6.7
4	Cc1cc(C)nc(SCc2nnc(SCC(=O)Nc3ccc(Cl)c(C(F)(F)F)c3)o2)n1	10.1	-0.1	1.9	i	0.8	1.0	5.2	-7.6	-8.2	-8.9
5	O=C(Oc1ccc(Br)cc1)c1cccnc1	15.9	0.1	-0.8	i	-3.0	0.0	-0.8	-1.1	1.6	-12.3
6	COc1ccc(C(C(=O)NC(C)(C)C)N(C[C@H]2CC[C@@H]([C@@H]3CC[C@H](CO)O3)O2)C(=O)c2ccccc2)cc1 (stereo partly specified)	14.5	-1.2	-3.7	i	3.3	0.6	-2.1	-1.7	3.4	3.9
7	CCCCC(=O)Nc1ccc2c(c1)nc1n2CCOC1	-24.9	-1.3	0.3	i	-6.4	-0.7	-0.4	4.3	6.2	8.1
8	O=C(Nc1ccc(Cl)cc1)N(CCCN1CCOCC1)Cc1cccs1	5.0	0.1	-2.7	i	-2.4	1.6	-2.6	-0.6	2.2	-6.0
9	C[C@@H]1CN([C@@H](C)CO)C(=O)CCCn2nncc2CO[C@H]1CN(C)C(=O)c1ccc(N2CCN(C)CC2)cc1	-0.7	-1.7	-7.2	i	-5.4	-0.8	-0.8	4.6	-7.5	.
10	CC(Nc1ccc(F)cc1)=[N+](C)CCNS(=O)(=O)c1ccc(Cl)cc1	22.9	-0.7	-1.1	i	9.1	1.1	-1.0	1.6	5.8	102.8*
11	CCOC(=O)C1CCN(CC(=O)N(CC(C)C)c2c(N)n(CC(C)C)c(=O)[nH]c2=O)CC1	-9.6	-1.1	0.4	i	0.0	2.6	-1.0	0.2	-3.8	-0.7
12	NS(=O)(=O)c1ccc(NS(=O)(=O)/C=C/c2ccccc2)cc1	2.0	-0.2	0.1	i	-1.1	5.3	-3.4	1.4	-4.9	-4.0
13	O=C(O)C1CCCN1c1ncccn1 (stereo unspecified)	8.5	0.2	-1.4	i	0.9	-4.3	-1.4	1.6	9.6	-10.7
14	COc1ccc(S(=O)(=O)Nc2cccc(C)c2C)c2cccnc12	0.9	0.0	-1.0	i	-3.2	1.0	1.7	2.6	14.6	3.1
15	O=C(NCCc1ccccc1)c1ccccc1C(F)(F)F	17.2	-0.2	-1.7	i	-0.3	-3.9	1.6	2.1	-2.5	.
16	COc1cccc(CC2(CO)CCCN(Cc3sc(N4CCCC4)nc3Cl)C2)c1 (stereo unspecified)	9.2	-0.6	-1.8	i	-6.2	6.7	4.6	-0.6	-10.0	-2.3
17	O=C1CNC(=O)/C(=C/c2cccs2)N1	6.1	0.2	-0.4	i	-2.0	-17.0	1.9	5.8	-1.5	-9.0
18	O=c1c2cc([N+](=O)[O-])ccc2nc(CN2CCN(c3ccccn3)CC2)n1-c1ccccc1F	12.4	-0.1	1.8	i	-3.5	-26.3	-1.8	-2.1	6.8	-4.0
19	NS(=O)(=O)c1ccc(CCNC(=O)c2coc3ccccc3c2=O)cc1	-3.3	-0.3	-0.4	i	-5.0	-1.8	-1.2	2.2	-6.1	-4.7
20	OC1(CNCc2cn[nH]c2-c2cc3ccccc3o2)CCCCC1	-13.0	-0.3	-0.9	i	-2.6	0.2	4.0	-1.7	2.1	-3.2
21	COc1cc(/C=N/NC(=O)c2cccc([N+](=O)[O-])c2)ccc1O	-11.0	0.2	-1.5	i	-3.0	-15.5	-4.9	0.0	9.5	88.6*
22	CCOC(=O)N1CCN(C(=O)CSc2ccc(-c3ccc(OC)c(OC)c3)nn2)CC1	5.4	0.1	-0.7	i	-6.0	5.0	0.8	1.4	1.7	-14.4
23	Cc1ccc(NC(=S)N2CCN(Cc3ccccc3)CC2)cc1	5.2	-0.1	0.4	i	-9.5	-2.2	2.0	1.0	25.9*	-2.2
24	O=C(CSCc1ccc(Cl)cc1)N1CCOCC1	-0.7	-0.8	0.3	i	-3.3	1.3	-3.0	-3.6	6.9	-7.9
25	O=C(CN(C(=O)CCC(=O)Nc1nccs1)c1cccc(C(F)(F)F)c1)NCC1CCCO1 (stereo unspecified)	8.1	-0.4	0.2	i	9.8	5.9	-0.2	1.3	-6.8	-3.1
26	COc1ccc2nc(/N=C/c3c(C)[nH]n(-c4ccc(C)cc4)c3=O)sc2c1	15.3	-2.7	-0.2	i	1.8	4.8	-2.6	-6.9	-20.4	5.7
27	CC(C)(C)c1ccc(C(=O)NCC(=O)N/N=C/c2cccs2)cc1	2.5	-0.5	0.2	i	1.9	-11.0	2.0	1.8	-2.3	-4.5
28	O=C(COC(=O)C1CCC1)Nc1ccccc1Sc1ccccc1	11.0	-0.6	1.3	i	-4.1	-1.3	-0.7	2.1	-0.7	-11.1
29	CCn1c(CNc2ccccc2Cl)nnc1SCCN1CCCCC1	21.1	-0.9	2.1	i	5.3	0.3	0.3	-4.7	-9.8	-4.3
30	COc1ccc(CCNC(=O)CCNC(=O)c2ccc([N+](=O)[O-])cc2)cc1	7.1	0.3	-0.9	i	0.8	-29.9	-0.3	0.5	-4.6	-7.0

# Results in LMPTP inh (two entries from above):
nr	smiles	LMPTP inh
19	NS(=O)(=O)c1ccc(CCNC(=O)c2coc3ccccc3c2=O)cc1	-0.4
20	OC1(CNCc2cn[nH]c2-c2cc3ccccc3o2)CCCCC1	-0.9

# (next part)
no.	molecule	SKN-1 block	TbMetRS inhib	LMPTP inh	Neddylation inh	NadD block	SUMO1-SIM PPI	STEP inh	DNMT1 block	NRP1-CendR mod	Scp1 inh
31	CN(C(=O)c1ccc(NC(=O)Cc2cccc(NC(=O)C3CCCN(C(=O)C4CCC4)C3)c2)cc1)C1CC1 (stereo unspecified)	1.1	-2.3	-1.3	i	-2.8	-1.9	-2.1	1.8	-0.6	-13.8
32	Cc1ccc(S(=O)(=O)N2CCN(c3ncnc4c3cnn4-c3ccccc3)CC2)cc1	19.2	-0.3	-0.8	i	5.9	2.4	-0.4	-2.9	-7.9	2.0
33	COc1ccc(CCNC(=O)c2cnn3ccccc23)c(OC)c1OC	7.8	0.4	-1.1	i	-3.1	3.6	1.1	-0.3	3.4	-3.4
34	CCOc1ccccc1C(=O)NCC(=O)O	19.1	-2.8	0.2	i	-1.4	4.4	3.7	4.1	-4.8	-1.3
35	c1ccc(-c2cc(-c3nnc4n3N=C(c3ccc5ccccc5c3)CS4)[nH]n2)cc1	9.7	-0.9	2.7	i	54.6*	-5.5	6.1	55.4*	-0.7	3.1
36	O=C(O)Cn1cc(C(=O)c2ccco2)c2ccccc21	8.2	0.5	-1.4	i	-0.9	0.2	-1.7	-0.1	1.4	-12.1
37	Cc1ccc(NC(=O)CSc2nc(=O)n(CCN(C)C)c3c2CCCC3)c(C)c1	14.5	-0.2	-0.6	i	-0.2	1.2	-1.1	2.3	-5.0	-2.7
38	Cc1c(NC2=CC(=O)CC(C)(C)C2)c(=O)n(-c2ccccc2)n1C	-6.3	0.3	0.0	i	1.7	-3.7	-1.7	1.9	0.1	0.4
39	COc1ccccc1N1CCN(CCCNC(=O)C2CCCN(c3ncnc4c3nc3n4CCCCC3)C2)CC1 (stereo unspecified)	-3.6	0.2	0.3	i	-6.6	-1.0	-3.4	0.8	0.0	-6.5
40	Cc1cc([N+](=O)[O-])cc2c1-c1ncccc1C2=Nc1ccccc1	5.8	-0.2	0.7	i	4.5	-29.2	-6.4	6.8	-5.9	-1.7
41	O=C(Nc1ccn(CCCNCc2ccccn2)c(=O)n1)OCc1ccccc1	-12.8	0.1	-0.3	i	0.5	0.2	0.0	9.6	5.6	8.2
42	Cc1cc(C(=O)CN2C(=O)c3ccccc3C2=O)c(C)n1C1CC1	4.0	0.1	-0.7	i	-0.4	-3.9	-4.3	0.9	-1.0	-11.3
43	Cc1cccc(NC(=O)c2cccc(S(=O)(=O)N3CCc4ccccc4C3)c2)n1	5.9	-0.3	1.7	i	-5.4	-2.2	0.4	-3.9	-0.7	5.0
44	NC(=O)C(c1ccc(F)cc1)c1ccc(C(=O)c2ccccc2)cc1 (stereo unspecified)	-5.5	-1.4	0.1	i	-7.1	0.6	-1.5	2.2	-10.3	-9.7
45	N/C(=N\OC(=O)/C=C/c1ccccc1)c1cccnc1	16.6	-0.8	-0.8	i	-1.3	-13.5	-3.6	-3.5	0.7	1.0
46	CC(C)(C)c1nc(N)nc(=O)[nH]1	4.7	-1.1	-1.4	i	-5.1	-1.6	-3.5	7.2	6.3	-7.9
47	CC(Oc1ccc2c(-c3ccccc3)cc(=O)oc2c1)C(=O)NC(Cc1c[nH]c2ccc(O)cc12)C(=O)O (stereo unspecified)	2.8	7.4*	-1.0	i	4.2	-0.8	-0.8	8.3	-16.3	27.0
48	CCOC(=O)c1ncn2c1C(=O)OC2(C)C	-19.8	-0.5	-0.2	i	2.0	2.7	-3.9	0.9	-10.2	-8.4
49	CC(C)CNC(=O)CCc1nc(-c2ccccc2)no1	4.9	0.0	-1.8	i	-3.1	-0.7	3.5	1.4	-2.4	-8.9
50	CCOc1ccc(/C=N/NC(=O)NC23CC4CC(CC(C4)C2)C3)cc1O	7.6	-0.1	2.5	i	-1.0	3.7	0.6	0.0	11.3	-1.8
51	CCc1cc2cccc(C)c2nc1SCC(=O)NC1CCCC1	13.9	-0.2	-0.6	i	1.4	-6.5	-1.9	2.8	6.8	1.4
52	CC(=O)Nc1ccc(SCC(=O)OCC(=O)NC(=O)NCCC(C)C)cc1	1.4	-0.8	-0.1	i	-1.8	-0.4	-1.8	-1.9	-0.6	-10.9
53	Cc1nc2c(-c3ccc(F)cc3)c(C)nn2c(C)c1CCC(=O)N1CCOCC1	3.4	-0.8	-0.6	i	0.4	0.9	-4.2	1.4	2.8	-9.8
54	CSc1ccccc1NC(=O)CSCc1ccc(Br)cc1	-6.5	-1.4	0.6	i	-10.1	-3.6	2.7	0.8	-2.3	-14.2
55	COc1ccc(CCNCc2c(-c3ccccc3)n(C)c3ccccc23)cc1	-6.9	-0.8	1.4	i	2.7	-1.8	-0.5	0.6	-15.2	4.5
